HTR1E antagonist: antagonists of human 5-HT1E serotonin receptor | 65,000 tested, 0.99% active | CHO 5-HT1E Ga15 NFAT-bla reporter, FRET, antagonist | P28566 | inhibition, % at 6 µM;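 active = inhibition above a set limit, the mean inhibition across every tested compound plus 3 SD, cut at about 29% in these data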;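 note: signal is the 460 over 535 nm emission ratio of beta-lactamase substrate; 0% = agonist plus DMSO wells and 100% = wells without agonist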
Target sequence (P28566 whole entry, looked up): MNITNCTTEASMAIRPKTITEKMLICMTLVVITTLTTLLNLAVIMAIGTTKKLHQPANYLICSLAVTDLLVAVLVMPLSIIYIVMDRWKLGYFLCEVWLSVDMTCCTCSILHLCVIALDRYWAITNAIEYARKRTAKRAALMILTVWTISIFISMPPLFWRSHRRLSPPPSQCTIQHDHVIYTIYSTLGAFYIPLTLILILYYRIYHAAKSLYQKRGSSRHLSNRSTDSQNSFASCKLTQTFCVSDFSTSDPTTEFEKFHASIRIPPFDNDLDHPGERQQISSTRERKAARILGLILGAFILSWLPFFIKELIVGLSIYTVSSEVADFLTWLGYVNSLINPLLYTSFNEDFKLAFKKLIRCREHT
5-HT1A blocker: 5-HT1a (human) receptor antagonism. CHO 5-HT1a Ga15 NFAT-bla reporter, antagonist mode. inhibition, % at 10 µM. P08908. AID 612. 62,000 tested, 0.68% active;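 active = inhibition above the mean of all tested compounds plus 3 SD, cut at about 43% in these data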;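 note: receptor stimulated by 5-CT agonist at 100 nM near EC80; beta-lactamase reporter measured by ratiometric fluorescence of a cleavable substrate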
M1 antagonist: M1 muscarinic receptor (rat) antagonism. 64,000 tested, 3.4% active. B-score at 10 µM. P08482. CHO-M1 cells, Fluo-4 calcium, ACh EC80 antagonist mode; hits give low values. AID 628;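 active = calcium fluorescence response, raw or row-and-column corrected B-score, differing from the plate sample mean either way at a set confidence level, mostly lower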
Target sequence (P08482 whole entry, looked up): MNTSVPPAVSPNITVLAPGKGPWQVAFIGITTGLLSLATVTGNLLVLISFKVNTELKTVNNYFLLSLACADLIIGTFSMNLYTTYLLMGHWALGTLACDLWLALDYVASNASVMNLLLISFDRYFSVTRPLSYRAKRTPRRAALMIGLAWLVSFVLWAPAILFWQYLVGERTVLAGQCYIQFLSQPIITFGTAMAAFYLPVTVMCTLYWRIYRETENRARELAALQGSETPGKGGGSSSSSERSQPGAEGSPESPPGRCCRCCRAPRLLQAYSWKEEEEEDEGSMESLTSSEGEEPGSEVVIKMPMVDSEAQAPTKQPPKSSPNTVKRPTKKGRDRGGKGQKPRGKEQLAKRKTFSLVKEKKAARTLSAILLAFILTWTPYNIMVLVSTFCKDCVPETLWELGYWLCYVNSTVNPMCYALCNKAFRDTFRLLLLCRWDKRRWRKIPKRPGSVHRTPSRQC
S1P1 ag pot: S1P1 (human) agonism or agonism potentiation; AID 449; S1P1 CRE-bla cells, forskolin, beta-lactamase FRET, potentiator mode; S1P1 agonist co-added at EC20, 2 nM; 100% = saturating reference agonist, 0% = basal; 56,000 tested, 0.57% active; activation, % at 9.5 µM;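 active = activation above a cutoff set at the mean activation of all tested compounds plus 3 SD, cut at about 54% in these data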;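 note: forskolin at 4 µM as EC80 and the EC20 agonist is SEW2871; 100% = SEW2871 at its EC100 plus forskolin at EC80; some compounds past the cut are filed as inactive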
S1P3 agonist: S1P3 (human) receptor agonism; Q99500; S1P3 NFAT-BLA reporter cells, FRET ratio; relative to 1 µM S1P, basal subtracted; activation, % at 4.5 µM; 60,000 tested, 0.1% active; AID 373;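 active = activation above the screen-wide mean plus 3 SD, cut at about 4.5% in these data, passing the limit was not always enough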; note: some compounds called inactive have numbers as strong as hits
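Measure – % activation relative to 1 µM S1P (100%), per plate · System – stable CHO line with human S1P3, Gα16, NFAT-BLA reporter · Timing – cells plated overnight, compound 4 h 37 °C, substrate 2 h RT · Technique – fluorescent BLA substrate, ex 405 nm, em 460/535 nm ratio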
HTR1A agonist: agonists of human 5-HT1a serotonin receptor. activation, % at 10 µM. 65,000 tested, 0.56% active. P08908. CHO 5-HT1a Ga15 NFAT-bla reporter, FRET ratio; 0% basal, 100% maximal reference agonist;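 active = activation above the screen-wide mean activation plus 3 SD, cut at about 19% in these data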;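 note: 0% = DMSO wells and 100% = 5-CT at EC100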
Jurkat viability: reduces viability or proliferation of Jurkat cells | Jurkat E6.1 viability, ATP luminescence, 48 h | inhibition, % at 4 µM | 56,000 tested, 1.2% active | AID 463;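 active = inhibition above the mean inhibition of all tested compounds plus 3 SD, cut at about 28% in these data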
HTR1E agonist: activates the human 5-HT1E serotonin receptor. P28566. CHO 5-HT1E Ga15 NFAT-bla reporter, FRET; 0% DMSO wells, 100% control agonist wells. activation, % at 6 µM. 65,000 tested, 0.69% active. AID 574;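 active = activation above a set limit, the screen-wide mean activation plus 3 SD, cut at about 8.5% in these data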;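 note: 100% = positive control agonist at 1 µM giving full maximal response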
M1 ag: M1 muscarinic receptor agonism | CHO-M1 cells, Fluo-4 calcium fluorescence, agonist mode; hits give high values | B-score at 10 µM | 64,000 tested, 3% active | AID 626;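 active = fluorescence rise, raw or as B-score row- and column-corrected plate score, outside the 99.7% band of its plate's samples, either direction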
Starred values were filed as active, the others as inactive; . = not tested or not shown. This is a random part of the collection. About 8.9% of those tested had a hit in this group.

SMILES | HTR1E antagonist | 5-HT1A blocker | M1 antagonist | S1P1 ag pot | S1P3 agonist | HTR1A agonist | Jurkat viability | HTR1E agonist | M1 ag
COc1ccc(N2CCN(C(c3ccco3)c3sc4nc(C)nn4c3O)CC2)cc1 (configuration not stated) | 5 | -4 | -0.34 | 3 | 0.0 | 1.8 | 0 | 0.1 | 1.6
CCSc1nnc(NC(=O)c2ccccn2)s1 | 0 | 18 | -0.11 | 15 | -0.2 | 2.3 | 76* | 0.0 | 11*
COc1ccc(N2C(=O)C3CCCN3C2c2ccc(C)cc2)cc1Cl (configuration not stated) | -6 | -2 | 0.79 | 7 | 0.2 | -0.3 | -8 | -0.6 | -0.0044
CCCCOC(=O)Nc1ccc(N2CCOCC2)cc1 | -5 | -3 | . | -1 | -0.3 | -0.9 | -4 | 1.1 | .
CN1C(=O)CC(N2CCC(c3nc4ccccc4[nH]3)CC2)C1=O (configuration not stated) | -12 | -8 | 0.29 | -25 | -0.1 | 1.7 | 1 | 1.1 | 0.25
CC(C)Cn1c(NCCN(C)C)nc2c1c(=O)[nH]c(=O)n2C | -1 | -9 | 0.95 | -6 | -0.4 | 0.1 | -3 | 0.0 | -0.13
Cc1cccc(C)c1N(CC(=O)N1CCN(C)CC1)S(C)(=O)=O | 12 | -9 | 0.35 | . | -0.8 | -3.4 | 8 | -0.1 | 0.0042
COc1ccc(C2C(=O)N(C3CCCCC3)CC(=O)N2CCc2ccccc2)cc1OC (configuration not stated) | 7 | 6 | 0.063 | . | . | 0.5 | . | 0.2 | -0.098
COCCn1c(=O)[nH]c2cc(C(=O)NC3CCCCCC3)ccc2c1=O | 1 | -2 | -0.34 | -14 | 1.5 | -0.8 | -3 | -0.6 | 1.7
COc1ccc(C2=C(N)c3ccccc3C2=O)cc1 | 7 | 10 | 0.0042 | -10 | -1.1 | -1.6 | 0 | -0.2 | -1
O=C(CSc1nnc(Cn2c(=O)sc3ccccc32)n1CCc1ccccc1)N1CCCC1 | 1 | -5 | -0.036 | 2 | 0.3 | 0.3 | -1 | -0.1 | 0.23
COc1ccc(CSc2nc(N3CCOCC3)c3c(c2C#N)CC(C)(C)OC3)cc1 | -11 | -20 | 0.045 | -12 | -0.6 | 2.6 | -6 | 1.0 | 0.026
O=C(NC12CC3CC(CC(C3)C1)C2)N1CCC(n2nnc3ccccc32)CC1 | -2 | -10 | 0.65 | -3 | 0.5 | 0.3 | 4 | 1.0 | -0.19
CCOc1ccccc1-n1c(SCC(N)=O)nc2ccccc2c1=O | 2 | 0 | -1 | -4 | -0.5 | -0.6 | -5 | -0.8 | -0.096
O=C(CCCSc1nnc(-c2cccs2)n1CC1CCCO1)c1ccccc1 (configuration not stated) | 2 | -2 | -0.029 | 23 | 0.2 | -2.0 | 11 | -0.7 | -0.94
CCCCCn1c(CN2CCN(C(=O)OCC)CC2)nc2c1c(=O)n(C)c(=O)n2C | 0 | -8 | 0.9 | -7 | -1.5 | -1.6 | 7 | 0.7 | 0.38
O=C(Nc1nnc(-c2ccco2)s1)C1CC1 | -6 | -5 | -0.69 | 10 | -0.4 | -2.1 | -1 | 0.3 | -0.0066
COc1ccc(-c2noc(CSc3nc(-c4ccccc4)cc(=O)[nH]3)n2)cc1OC | 0 | 8 | -0.24 | . | -1.2 | 3.1 | 7 | 1.2 | -0.11
CCOC(=O)C1CCN(S(=O)(=O)c2cccc(-c3cn4ccccc4n3)c2)CC1 | 10 | 1 | -3.1* | 28 | -1.6 | -2.1 | 7 | 0.1 | 0.45
CN(C1CCCCC1)S(=O)(=O)c1ccccc1 | -1 | 2 | 0.098 | 10 | -0.4 | 1.7 | 1 | 0.4 | 0.26
COc1ccc(N2C(=O)C(CC(=O)O)S/C2=C\C(C)=O)cc1 (configuration not stated) | 5 | -14 | 0.74 | . | . | -2.6 | . | 0.1 | 0.24
CCOC(=O)C1(N(CC)CC)Sc2cc(C)ccc2NC1=O (configuration not stated) | -7 | 6 | 1.1 | -3 | -0.8 | 1.0 | 36* | 0.1 | -0.096
COc1ccccc1NC(=O)N1CCCC1C(=O)NCc1ccccc1F (configuration not stated) | -8 | 2 | 0.38 | 8 | -0.6 | -1.6 | 4 | -0.2 | 0.95
N#Cc1cc2c(nc1SCC(=O)NCc1ccc3c(c1)OCO3)CCCCC2 | -7 | 13 | 1.7 | 14 | -2.3 | -0.6 | 7 | 0.8 | -1.5
COc1ccccc1-n1c(C)nnc1SCC(=O)Nc1cccc(C(C)=O)c1 | 0 | -2 | -2.7* | 4 | -0.1 | -0.6 | -2 | -0.9 | -0.52

(further entries)
SMILES | HTR1E antagonist | 5-HT1A blocker | M1 antagonist | S1P1 ag pot | S1P3 agonist | HTR1A agonist | Jurkat viability | HTR1E agonist | M1 ag
N#Cc1nc(-c2ccccc2F)oc1NCc1cccc2c1OCO2 | 8 | 17 | -0.57 | -23 | 0.2 | -1.2 | -3 | -0.6 | -0.66
COCCCN1C(=O)C(=O)/C(=C(/O)c2ccc(OCC(C)C)cc2C)C1c1cccnc1 (configuration not stated) | 3 | -7 | -0.71 | . | -0.9 | 0.9 | 2 | -0.1 | -0.98
CCCCCCn1c(SCC(=O)c2ccccc2)nc2c1c(=O)[nH]c(=O)n2C | -3 | -8 | -0.34 | -26 | 0.1 | -0.8 | 2 | 1.0 | -1.6
Cc1ccc(Nc2cc(C)nc3nnnn23)cc1 | 0 | -11 | 0.19 | -15 | -0.1 | -2.3 | -4 | -0.3 | 0.81
Cc1c(Nc2cc(=O)oc3ccccc23)c(=O)n(-c2ccccc2)n1C | 3 | 3 | -0.22 | . | -0.5 | -2.7 | 0 | 0.1 | 0.018
Cc1cccc(N2C(=O)SC(N(C)c3ccccc3)C2=O)c1 (configuration not stated) | 4 | -2 | 0.24 | 2 | -0.9 | -1.6 | -2 | -0.8 | 0.04
CCOc1ccccc1NC(=O)c1ccc(S(=O)(=O)N2CCOCC2)cc1 | 7 | -2 | -0.17 | -3 | -1.0 | -2.9 | 8 | -0.2 | 0.0021
O=S(=O)(NC1CCCCC1)c1ccc(Br)cc1 | 9 | -12 | -1.5 | . | -0.9 | -0.1 | -1 | 0.4 | 0.6
CCOC(=O)N1CCN(C(=O)c2ccccc2CCc2ccccc2)CC1 | -2 | 9 | . | -13 | -0.3 | 0.3 | -8 | -0.4 | .
Cc1nc2ccc3nc(NC(=O)c4ccc(S(=O)(=O)N5CCOCC5)cc4)sc3c2s1 | 6 | -8 | 0 | . | . | -0.5 | . | -0.8 | -1.7
CCC(=O)Oc1c(S(=O)(=O)c2ccc(C)cc2)c(C)nn1C(C)(C)C | -3 | 10 | 1.1 | -22 | 1.7 | -0.4 | -8 | -0.7 | -0.53
CCn1c(=S)sc2c(=O)[nH]c(C)nc21 | 3 | 2 | . | 15 | 0.4 | -0.5 | 1 | 0.2 | .
Cc1ccc2cc(CN(C(=O)c3ccco3)c3ccccc3)c(=O)[nH]c2c1 | 4 | . | -1.8 | 2 | -4.0 | 1.8 | . | -0.7 | 0.14
Cn1cnc2cc(NS(=O)(=O)c3ccc(Br)cc3)ccc21 | 9 | 6 | 1.1 | 8 | -1.5 | -2.5 | 11 | -0.4 | 0.35
CCOc1ccc(-c2cc(CCCC(=O)NCc3cccnc3)no2)cc1 | 0 | 5 | 0.012 | -4 | -0.5 | -3.2 | 0 | 1.4 | 0.34
O=S1(=O)C=C(Oc2ccc(F)cc2)c2ccccc21 | 9 | 2 | 0.11 | . | -0.8 | 0.6 | -6 | -0.9 | 0.17
COc1ccc(NCc2nnc(SCC(=O)c3ccc(OC)cc3)n2C)cc1 | 23 | 10 | -0.43 | 17 | -1.0 | -4.9 | 10 | -1.7 | -0.94
CCCN(CCC)S(=O)(=O)c1cccc(C(=O)Nc2ccc3c(c2)OCO3)c1 | 14 | 17 | 0.039 | 24 | -0.2 | -2.3 | 3 | -1.1 | -0.67
C=CCc1cccc2cc(C(=O)N(C)C)c(=O)oc12 | -2 | -7 | 0.037 | 8 | 0.2 | -1.6 | 1 | -0.4 | -0.31
Cc1cc(=O)oc(C)c1C(=O)n1nc(C)c2c1C[C@@H]1[C@H]2C1(C)C | 4 | . | -0.36 | 14 | -0.5 | 1.0 | . | 0.5 | -1.4
CCOC(=O)Cc1c(C)nc2cc(-c3ccc(Cl)cc3)[nH]n2c1=O | -1 | 1 | . | 1 | -1.0 | -0.1 | -6 | -0.1 | .
O=C(Nc1ccccc1)OC1C2CCC1C(N1CCCCC1)CC2 (configuration not stated) | 9 | 6 | -2 | 10 | -0.1 | -1.4 | 2 | 0.5 | 1
O=C(CC1(O)C(=O)N(C/C=C/c2ccccc2)c2ccccc21)c1ccccn1 (configuration not stated) | 4 | 12 | 1.9* | . | -0.5 | -2.6 | 26 | 0.6 | 0.52
CN(CCNC(=O)C1(O)c2ccccc2NC(=O)N1c1ccccc1)Cc1ccccc1 (configuration not stated) | 4 | -3 | -0.64 | . | . | 1.2 | . | 0.1 | -0.95
Fc1cccc(Cl)c1CSc1nnnn1-c1ccc2c(c1)OCO2 | 8 | 22 | -0.23 | 41 | -1.2 | -1.2 | 9 | 0.4 | 0.79

(continued)
SMILES | HTR1E antagonist | 5-HT1A blocker | M1 antagonist | S1P1 ag pot | S1P3 agonist | HTR1A agonist | Jurkat viability | HTR1E agonist | M1 ag
COCCOC(=O)C1=C(C)N=C2SCCC(=O)N2C1c1cc(Br)ccc1OC (configuration not stated) | 7 | 2 | -0.086 | -36 | -0.1 | -3.5 | -3 | -0.9 | 0.25
COc1ccc(CNC(=O)CSc2nnc(C)s2)cc1 | 3 | 2 | 1.2 | 2 | -0.4 | -2.2 | -3 | -0.3 | 0.12
Cc1c(C#N)c2ncnc(N)c2n1-c1ccccc1 | -5 | -11 | -0.046 | 0 | 0.4 | 1.8 | -6 | 0.8 | -0.75
N#Cc1nc(COc2ccc(Cl)cc2Cl)oc1N1CCN(c2ccccc2)CC1 | 7 | 57* | -0.1 | 69* | -0.3 | 0.1 | -6 | -1.1 | 0.52
CCN(CC)c1nc(Nc2ccc(Cl)cc2)nc(OCC#N)n1 | 33* | 31 | 1.5 | -16 | -0.9 | 1.4 | 8 | -0.2 | -0.96
Cc1noc(C)c1COC(=O)CCCc1c[nH]c2ccccc12 | -1 | 15 | -0.33 | 20 | -0.3 | -1.2 | -2 | 0.0 | -0.32
O=C(CSc1nnc(Cc2cccs2)n1-c1ccccc1)NC1CCCCC1 | -3 | 20 | 0.19 | 8 | -0.9 | 0.5 | -2 | -0.1 | 0.16
Cn1nc(C(=O)NC2CCCCCC2)ccc1=O | 6 | 6 | 0.18 | 5 | 0.1 | -0.7 | -9 | -0.1 | 0.67
O=c1c(Cc2ccccc2O)c(O)nc2n1CCCS2 | 10 | -10 | 0.083 | 10 | -0.3 | 1.0 | 1 | 0.9 | 0.63
O=c1[nH]cnc2cc(Cl)ccc12 | 1 | 5 | 0.091 | 11 | -1.0 | 50* | -4 | -1.5 | -0.33
CN(C)S(=O)(=O)Nc1ccc(NS(=O)(=O)N(C)C)c(S(=O)(=O)c2ccccc2)c1 | 11 | . | 0.0051 | -8 | -1.8 | 3.2 | . | -0.3 | -1.1
